Assay outcomes from PubChem BioAssay.
uPA generation = qHTS for Inhibitors of Cell Surface uPA Generation. Potency, µM (highest dose often 38.3 µM), for inactives: top-dose activity change, negative = inhibition, hits mostly inhibitors. actives 0.31% (n = 330,000). cell surface uPA generation assay, qHTS; active = well fitted inhibition curve with a large enough effect; inconclusive = small, poorly fitted or top-dose-only effect; inactive = no such curve, though single readings can be large or run the other way; tested in mouse RAW 264.7 cells; also: % is scaled to controls: 0 for no effect and ±100 for the full control effect; nearly all actives have a fitted effect of over 55% in size
NPC1 prom act = qHTS Assay for NPC1 Promoter Activators; Huh7 NPC1 promoter luciferase reporter, 24 h; Potency, µM (series often up to 9.22 µM), inactives show top-dose activation, most hits filed as activators; actives 2.4% (n = 320,000);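 also: % of control where 0% means no effect; nearly all actives have a fitted effect of over 60% in size; reporter is driven by a mutant NPC1 promoter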
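Quantitative HTS used a cell-based reporter: Huh7 cells stably bearing the NPC1 promoter upstream of luciferase were treated with compounds for 24 h, and promoter activation was read as luminescence.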
BRCA1 expr act = qHTS Assay to Identify Small Molecule Activators of BRCA1 Expression; Potency, µM (doses to about 46.1 µM), for the others: at the top dose activation, hits mostly activators; actives 1.1% (n = 380,000); MCF7-BRCA1-FFLuc reporter, luminescence, 48 h; response scale: scaled: vehicle 0%, 10 µM genistein 100%; AID 624202, 2012; also: nearly all actives have a fitted effect of over 80% in size; some results filed as inactive show a strong effect at the top dose
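Using MCF7 cells harboring a BRCA1 firefly luciferase reporter, plated 2 h before compound pinning, the screen measured luminescence after 48 h incubation. Responses were normalized to DMSO and 10 microM genistein, then fitted for concentration-effect.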
FLuc modulator = qHTS profiling assay for firefly luciferase inhibitor/activator using purifed enzyme and Km concentrations of substrates (counterscreen for miR-21 project) | Luciferin 4-monooxygenase (Photinus pyralis), P08659 | purified FLuc, Km substrates, luminescence inhibition | Potency, µM (top dose mostly 57.5 µM), without a hit: at the highest dose activity change, negative = inhibition, most hits filed as inhibitors | actives 6.9% (n = 360,000) | AID 588342, 2011;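 also: plate controls were vehicle for no effect and reference inhibitor for full effect; nearly all actives have a fitted effect of over 55% in size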
Target sequence (P08659 whole entry, looked up): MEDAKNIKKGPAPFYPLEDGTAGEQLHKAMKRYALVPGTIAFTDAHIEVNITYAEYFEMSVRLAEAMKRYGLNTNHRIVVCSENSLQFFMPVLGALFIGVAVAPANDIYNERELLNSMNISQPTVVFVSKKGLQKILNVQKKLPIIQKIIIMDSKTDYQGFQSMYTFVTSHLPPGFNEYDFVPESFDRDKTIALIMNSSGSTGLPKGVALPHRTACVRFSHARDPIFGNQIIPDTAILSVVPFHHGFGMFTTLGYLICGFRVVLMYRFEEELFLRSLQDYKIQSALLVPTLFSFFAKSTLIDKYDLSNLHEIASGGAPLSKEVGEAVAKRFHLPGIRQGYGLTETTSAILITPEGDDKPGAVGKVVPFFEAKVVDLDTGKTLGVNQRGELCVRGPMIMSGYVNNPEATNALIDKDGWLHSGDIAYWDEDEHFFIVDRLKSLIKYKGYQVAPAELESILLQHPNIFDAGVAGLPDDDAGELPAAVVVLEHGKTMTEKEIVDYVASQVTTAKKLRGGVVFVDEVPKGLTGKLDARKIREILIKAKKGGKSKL
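Biochemical qHTS of compounds, final roughly 60 µM downward over six points, against 10 nM purified firefly luciferase using Km concentrations of substrates (10 uM D-luciferin, 10 uM ATP) in Tris acetate pH 7.5 buffer; luminescence output.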
ELG1 genotoxic = qHTS screen for small molecules that induce genotoxicity in human embryonic kidney (HEK293T) cells expressing luciferase-tagged ELG1. HEK293T ELG1-luciferase reporter, luminescence, 16 h. actives 1.3% (n = 330,000). AID 504466, 2011. Potency, µM (doses to about 46 µM), for the others: top-dose activity change, positive = activation, most hits filed as activators; also: % of control where 0% means no effect; nearly all actives have a fitted effect of over 60% in size
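Reporter readout depends on ELG1 protein level, which increases with genetic stress. After 16 hr compound exposure at 37 °C, luciferase activity was quantified using ONE-Glo.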
VP16 counter = VP16 counterscreen qHTS for inhibitors of ROR gamma transcriptional activity; AID 2546, 2010; actives 3.5% (n = 310,000); Potency, µM (titrated, usually from 53.6 µM), for inactives: at the highest dose activity, negative = inhibition, actives largely listed as inhibitors; Drosophila S2 Gal4-VP16 UAS-luciferase, luminescence, 20 h;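 also: Gal4-VP16 expression switched on by copper sulfate through the metallothionein promoter; % is scaled to controls: 0 for no effect and ±100 for the full control effect; nearly all actives have a fitted effect of over 50% in size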
RORgamma inh = qHTS for inhibitors of ROR gamma transcriptional activity. Nuclear receptor ROR-gamma (Mus musculus), P51450. Drosophila S2 Gal4-RORgamma UAS-luciferase reporter, 20 h. Potency, µM (series often up to 53.6 µM), for the others: at the top dose activity change, negative = inhibition, most hits filed as inhibitors. actives 5.4% (n = 310,000); also: % is scaled to controls: 0 for no effect and ±100 for the full control effect; nearly all actives have a fitted effect of over 60% in size
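Luminescence from a UAS-regulated Photinus luciferase reporter in stably transfected Drosophila Schneider cells is measured; decreased signal marks ROR gamma inhibition. Fusion expression is induced by 700 uM copper sulfate for 20 hr.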
p53 reactivator = qHTS assay for re-activators of p53 using a Luc reporter; H1299 p53-A138V BP100-luciferase reporter, luminescence, 24 h; Potency, µM (titrated, usually from 92.2 µM), for inactives: at the highest dose activity change, positive = activation, usual class: activators; actives 0.063% (n = 320,000); AID 504706, 2011; also: % of control where 0% means no effect; nearly all actives have a fitted effect of over 45% in size
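H1299 (p53-null), stable ts p53-A138V + BP100-Luc; 1000 cells/well, Opti-MEM/10% FBS; cpd 4 pt, 1:5; 24 h, 37 deg C, 5% CO2; detection reagent 10 min RT; luminescence.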
MBNL1 CUG block = qHTS Assay for Inhibitors of MBNL1-poly(CUG) RNA binding; Muscleblind-like protein 1 (Homo sapiens), Q9NR56; TR-FRET MBNL1-His/biotin-(CUG)12 binding, 665/545 ratio; Potency, µM (series often up to 57.5 µM), for the others: top-dose activity change, negative = inhibition, hits mostly inhibitors; actives 0.036% (n = 280,000); AID 2675, 2010; active = well fitted inhibition curve with a large enough effect in the signal ratio, with a control signal flat, not every such curve was filed as active; inconclusive = small, poorly fitted or top-dose-only effect, or effect the other way, or a change in a side signal; inactive = no such curve, though single readings can be large or run the other way; the % refers to the signal ratio; also: % is scaled to controls: 0 for no effect and ±100 for the full control effect
Target sequence (Q9NR56 whole entry, looked up): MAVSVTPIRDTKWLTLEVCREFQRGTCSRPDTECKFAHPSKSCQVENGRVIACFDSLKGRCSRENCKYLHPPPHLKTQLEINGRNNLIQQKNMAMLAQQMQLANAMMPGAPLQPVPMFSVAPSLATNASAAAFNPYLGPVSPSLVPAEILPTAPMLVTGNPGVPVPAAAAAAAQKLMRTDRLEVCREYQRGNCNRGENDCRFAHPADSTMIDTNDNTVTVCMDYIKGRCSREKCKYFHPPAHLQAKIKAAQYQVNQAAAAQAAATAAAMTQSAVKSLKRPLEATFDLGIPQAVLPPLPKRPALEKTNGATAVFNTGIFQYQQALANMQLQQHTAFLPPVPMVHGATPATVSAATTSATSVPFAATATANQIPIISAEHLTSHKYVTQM
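TR-FRET readout: Ex 340 nm, 665/545 nm emission ratio, normalized to buffer-only (basal) and MBNL1-(CUG)12 controls. Complex of MBNL1-His with Biotin-(CUG)12, compounds 92 nM–58 uM, incubated 60 min at room temperature.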
Rab9 promoter act = qHTS Assay for Rab9 Promoter Activators; actives 2.8% (n = 320,000); Huh7 Rab9 promoter-luciferase reporter, luminescence, 24 h; AID 485297, 2010; Potency, µM (highest dose often 9.22 µM), for inactives: at the top dose activation, negative = inhibition, usual class: activators; also: % of control where 0% means no effect; nearly all actives have a fitted effect of over 60% in size
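Huh7 reporter line, Rab9 promoter upstream of luciferase. Compound exposure 24 h at 37 °C in reduced-serum medium with 10% FBS. Read-out: luminescence.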
* hit, by the source's call; ? = inconclusive; . = no result given; [ ] = another dose, or the depositor's remark. Unless noted, calls follow the shape of the dose curve; as a rule, active = well fitted curve in the direction sought with a large enough effect; inconclusive = small, poorly fitted or top-dose-only effect, or another doubt; inactive = no such curve, though single readings can be large; an effect the other way counts as inactive or inconclusive. Potency is read from the fitted curve at half-maximal effect. This is a random part of the collection; 13% or so of the library scored in one or more.

SMILES	uPA generation	NPC1 prom act	BRCA1 expr act	FLuc modulator	ELG1 genotoxic	VP16 counter	RORgamma inh	p53 reactivator	MBNL1 CUG block	Rab9 promoter act
CC(C)NC(=O)c1ccc2c3n(nc2c1)-c1ccccc1CO3	0.794µM*	0.282µM*	-10.5%	0.426µM*	?	4.47µM*	3.98µM*	3.3%	?	?
COc1ccc(-c2cc3nc(C)c(CCC(=O)N4CCN(c5ccccn5)CC4)c(C)n3n2)c(OC)c1	-2.5%	-1.9%	-35.2%	-13.7%	-6.3%	?	0.2%	-1.2%	5.8%	-1.6%
Cc1ccc(Cl)cc1N1CCN(Cc2nc3ccsc3c(=O)[nH]2)CC1	2.8%	-1.0%	-35.6%	3.9%	-16.7%	?	11.2µM*	-0.5%	-2.6%	-14.9%
CCN1C(=O)[C@@H]2[C@@H](c3ccc(-c4ccc(Cl)c(Cl)c4)c(OC)c3)N3CCCC[C@@]3(C(=O)OC)[C@@H]2C1=O	-1.1%	-7.3%	-6.0%	-1.5%	1.1%	.	.	5.0%	.	-2.1%
COc1ccc(OCCCC(=O)Oc2ccc(OC)cc2)cc1	.	2.7%	0.6%	0.3%	-4.0%	-2.2%	-9.4%	2.3%	5.3%	0.1%
COc1ccc(Nc2cc(Cl)nc(N)n2)cc1OC	-0.6%	-1.5%	-8.9%	-0.8%	15.0%	26.9%	-16.5%	-4.1%	-5.6%	-1.7%
C[C@]12c3[nH]c4ccc(Cl)cc4c3CCN1C(=O)[C@@H](CC(=O)NCc1ccco1)C[C@@H]2C(=O)N1CCOCC1	-22.2%	.	-7.7%	.	1.4%	.	.	-14.1%	.	.
O=C(O)CCCn1cc(NC(=O)COc2ccc([N+](=O)[O-])cc2)cn1	7.9%	-5.0%	-0.2%	0.6%	0.6%	-4.8%	-16.0%	7.8%	?	-4.4%
O=C(NC(Cc1ccccc1)c1ccc2c(c1)OCCCO2)c1ccccc1 (stereo not given)	.	0.7%	0.3%	0.7%	1.1%	2.6%	11.7%	-4.2%	-0.1%	-0.8%
CCOCCOC(=O)C(C)Oc1ccc(Oc2ncc(Cl)cc2Cl)cc1 (stereo not given)	3.3%	-0.9%	-44.9%	5.2%	1.7%	-7.3%	?	-9.8%	-1.1%	-0.7%
Cc1ccc(CNC(=O)CCS(=O)(=O)Cc2ccc(C)cc2)cc1	-8.6%	-0.9%	0.0%	2.5%	-0.4%	-13.5%	0.0%	-1.7%	0.4%	-8.2%
CCOC(=O)CSC1=NC(=O)CS1	-5.2%	-16.6%	-17.8%	2.4%	-0.2%	?	?	-21.5%	-6.0%	-4.5%
COc1ccc(NC(=O)CS(=O)(=O)c2ccc(F)cc2)cc1	6.2%	-3.0%	37.6%	-3.9%	7.6%	-4.4%	14.3%	3.8%	-4.3%	1.1%
Oc1ccc(-c2[nH]nc(-c3ccccc3)c2-c2nc3ccccc3[nH]2)cc1	.	-2.6%	-23.7%	-1.5%	1.4%	-0.2%	-1.4%	1.2%	-5.5%	2.0%
O=C(c1cnn2c(C(F)F)cc(-c3ccccc3)nc12)N1CCCc2ccccc21	.	0.0%	-31.0%	-2.8%	1.8%	-0.4%	?	3.1%	0.5%	-3.8%
C[C@H]1CN=C(Nc2ccccc2)N1CC1CCCCC1	-19.3%	-5.0%	1.0%	-1.9%	-1.5%	-6.8%	-12.0%	17.3%	-5.8%	-1.3%
CC1CCN(C(=O)C2CCCN(S(=O)(=O)c3ccc4c(c3)CC(C)N4C(=O)C3CC3)C2)CC1 (stereo not given)	-1.3%	-1.9%	-19.5%	0.4%	-4.3%	-3.9%	4.2%	8.4%	0.4%	-3.3%
COC(=O)CNC(=O)COC(=O)Cc1ccc(Cl)cc1	-6.3%	-8.2%	3.5%	3.0%	3.3%	-8.8%	-7.2%	1.2%	-18.1%	0.8%
O=C(c1ccccc1)N1CCN(c2ncnc3c(-c4ccccc4)nsc23)CC1	1.4%	-3.5%	86.9%	4.0%	-11.0%	4.4%	9.1%	-2.2%	2.1%	-5.2%
O=C(OCn1nnc2ccccc2c1=O)C1=COCCO1	-6.1%	-4.3%	-0.4%	-2.2%	4.0%	-1.2%	-16.1%	4.6%	23.1%	-0.9%
Cc1nn(C(C)C(=O)Nc2ccccc2Cl)c(=O)c2nn(-c3ccccc3)c(C)c12 (stereo not given)	-8.8%	-4.6%	8.3%	0.9%	-3.4%	-7.4%	13.1%	-7.2%	0.4%	2.5%
CCOC(=O)C1=C(N)Oc2cc(O)ccc2C1c1cccc(Cl)c1 (stereo not given)	-5.7%	-1.8%	-72.8%	7.2%	-4.2%	?	-35.9%	.	2.9%	-0.1%
Nc1ccn(CC(=O)NCCc2ccccn2)c(=O)n1	8.9%	-4.7%	0.0%	-2.1%	2.6%	.	.	3.8%	.	-0.6%
NC(=O)c1ccc(N2CCN(S(=O)(=O)c3ccccc3)CC2)c([N+](=O)[O-])c1	-7.3%	-31.9%[inhibitor]	-44.0%	0.4%	-3.2%	?	12.9%	-4.7%	?	-15.6%

Entries listed above printed as active in RORgamma inh:
smiles,uPA generation,NPC1 prom act,RORgamma inh,p53 reactivator,Rab9 promoter act
CC(C)NC(=O)c1ccc2c3n(nc2c1)-c1ccccc1CO3,0.794µM*,0.282µM*,3.98µM*,3.3%,?
Cc1ccc(Cl)cc1N1CCN(Cc2nc3ccsc3c(=O)[nH]2)CC1,2.8%,-1.0%,11.2µM*,-0.5%,-14.9%

(next part)
SMILES	uPA generation	NPC1 prom act	BRCA1 expr act	FLuc modulator	ELG1 genotoxic	VP16 counter	RORgamma inh	p53 reactivator	MBNL1 CUG block	Rab9 promoter act
COCCN(C(=O)CCC(=O)Nc1ccccn1)C(C(=O)NCCC(C)C)c1ccc(OC)cc1 (stereo not given)	-0.4%	-0.4%	-37.0%	-1.3%	-1.2%	3.2%	0.2%	1.8%	0.4%	-3.4%
C/C(=N\NC(=O)c1nnn(-c2nonc2N)c1CN(C)c1ccccc1)c1ccccc1O	2.2%	-4.2%	0.0%	-0.9%	?	3.98µM*	1.58µM*	?	-0.2%	-14.7%
O=C(Nc1ccc(-c2nnc(-c3ccccc3)o2)cc1)C1CCCO1 (stereo not given)	.	.	?	3.38µM*	.	-0.3%	-24.5%	.	3.5%	.
CC1(C)CCc2cc(-c3ccnc(=S)[nH]3)ccc2O1	-0.9%	0.447µM*	?	10.7µM*	1.46µM*	3.16µM*	1.78µM*	9.2%	16.1%	0.631µM*
CCOC(=O)c1c(C(=O)OCC)c(C)n(CCc2ccc(OC)c(OC)c2)c1C	5.6%	-5.5%	-15.8%	-2.1%	-5.4%	-6.4%	25.2%	3.1%	-6.3%[11.5 µM]	-0.6%
COc1cc(/C=N/OCC(=O)NC2CCCCC2)ccc1OCc1ccccc1	3.0%	?	9.8%	?	10.4%	-26.9%	?	?	-14.0%	27.9%
CCC(=O)Nc1ccc(S(=O)(=O)c2ccc(NC(=O)CC)cc2)cc1	2.9%	-2.3%	-2.2%	2.4%	-6.0%	-14.0%	-13.7%	3.0%	-1.7%	10.6%
O=C(Nc1nc2ccccc2n1CCN1CCOCC1)c1cn(-c2ccccc2)nc1-c1ccccc1	0.9%	2.4%	-82.0%	-16.2%	-13.4%	1.12µM*	0.631µM*	-12.6%	-4.1%	3.1%
NC(=O)c1c(NC(=O)c2cnccn2)sc2c1CCCC2	0.3%	?	7.94µM*	2.69µM*	?	9.6%	-37.7%	10.7%	7.7%	2µM*
COc1ccc(C=O)cc1Cn1c(=O)n(CCC(=O)NCc2ccco2)c(=O)c2sccc21	4.0%	-5.1%	-7.7%	-2.1%	2.6%	0.4%	-1.3%	1.1%	4.3%	-10.1%
O=C(Nc1ccc(Br)cn1)C1CCN(S(=O)(=O)c2cccs2)CC1	-2.8%	-23.4%	-13.8%	-4.3%	1.7%	-2.3%	12.1%	5.5%	0.6%	-29.7%
CCCCn1cnc2c(cnn2-c2ccc(Cl)cc2)c1=O	2.9%	?	11.2µM*	?	16.6%	-7.7%	0.6%	?	?	26.8%
COC(=O)/C=C/c1cnc[nH]1	15.6%	-2.7%	19.4%	-2.5%	13.0%	-9.6%	4.7%	.	3.0%	-2.0%
Cc1nn(C(C)C(=O)NCC2CCCO2)c(=O)c2c1sc1ccccc12 (stereo not given)	-4.2%	2.2%	-5.8%	-2.1%	0.1%	1.0%	-8.8%	1.4%	5.9%	-5.6%
O=C(CSc1ncnc2c1oc1ccccc12)NC1CCCCC1	19.0%	2.8%	0.0%	7.1%	8.0%	12.2%	6.1%	0.9%	?	-5.5%
Cc1[nH]c2ccc(-c3nnc(SCC(=O)c4ccc(F)cc4)o3)cc2c1C	3.7%	-5.4%	-15.8%	2.2%	0.0%	0.8%	2.5%	7.5%	-2.5%	-3.6%
